# E-sel inducer: E-selectin induction in HUVECs, primary screen, imaging, HUVEC, immunofluorescence imaging, single point. P16581. normalized: neutral wells 0, TNF-alpha wells 100. activation, % at 7.58 µM. 260,000 compounds, 0.37% hits;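 active = mean E-selectin-positive cell signal at least 10% of the positive control, reached in at least 60% of replicates, without over 20% cell loss; inconclusive = no rule given, readout overlaps actives, possibly toxicity-flagged; inactive = the rest, including those meeting only one limit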;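 also: in these data hits start at about 27%; measured in HUVEC primary endothelial cells; signal is the percent of cells scored E-selectin positive by PE staining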
#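 Test system: HUVEC | Signal: Immunofluorescence imaging | Read-out: Percent E-selectin-positive cells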
# RAD52 anneal inh: RAD52 DNA annealing inhibitors, primary screen, biochemical, FRET, single point, set 2; recombinant RAD52 DNA annealing, FRET fluorescence; inhibition, % at 18.7 µM; 360,000 compounds, 0.46% hits;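 active = every replicate showing at least 50% inhibition; inconclusive = mean inhibition at least 50% but not in every replicate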
# ERAP1 HTS inh: human ERAP1 aminopeptidase inhibitors, primary screen, biochemical, single point, plate reader | Endoplasmic reticulum aminopeptidase 1 (Homo sapiens), Q9NZ08 | recombinant ERAP1, Leu-AMC fluorescence, 60 min | inhibition, % at 10.7 µM | 340,000 compounds, 0.15% hits | AID 652197, 2013;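 active = mean replicate inhibition of at least 30%, or all replicates individually reaching that 30% level; inactive = mean below 30% and not every replicate reaching it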;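 also: 0% = neutral control wells and 100% = L-leucinethiol positive control wells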
# RAD54 inh: inhibitors of human RAD54 branch migration, primary screen, biochemical, fluorescence, single point. 360,000 compounds, 0.14% hits. RAD54 Holliday junction branch migration, FAM/BHQ fluorescence. DNA repair and recombination protein RAD54-like (Homo sapiens), Q92698. inhibition, % at 10.4 µM;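 active = mean normalized replicate activity at least 40 and at least half of replicates scoring 40 or more; inconclusive = only one of the two criteria met; inactive = mean below 40 and under half of replicates reaching 40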;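 also: 0% = median of neutral control wells and 100% = median of positive control wells; inhibitors cause a drop in the FAM fluorescence signal; in these data hits start at about 50%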
# Target sequence (Q92698 whole entry, looked up): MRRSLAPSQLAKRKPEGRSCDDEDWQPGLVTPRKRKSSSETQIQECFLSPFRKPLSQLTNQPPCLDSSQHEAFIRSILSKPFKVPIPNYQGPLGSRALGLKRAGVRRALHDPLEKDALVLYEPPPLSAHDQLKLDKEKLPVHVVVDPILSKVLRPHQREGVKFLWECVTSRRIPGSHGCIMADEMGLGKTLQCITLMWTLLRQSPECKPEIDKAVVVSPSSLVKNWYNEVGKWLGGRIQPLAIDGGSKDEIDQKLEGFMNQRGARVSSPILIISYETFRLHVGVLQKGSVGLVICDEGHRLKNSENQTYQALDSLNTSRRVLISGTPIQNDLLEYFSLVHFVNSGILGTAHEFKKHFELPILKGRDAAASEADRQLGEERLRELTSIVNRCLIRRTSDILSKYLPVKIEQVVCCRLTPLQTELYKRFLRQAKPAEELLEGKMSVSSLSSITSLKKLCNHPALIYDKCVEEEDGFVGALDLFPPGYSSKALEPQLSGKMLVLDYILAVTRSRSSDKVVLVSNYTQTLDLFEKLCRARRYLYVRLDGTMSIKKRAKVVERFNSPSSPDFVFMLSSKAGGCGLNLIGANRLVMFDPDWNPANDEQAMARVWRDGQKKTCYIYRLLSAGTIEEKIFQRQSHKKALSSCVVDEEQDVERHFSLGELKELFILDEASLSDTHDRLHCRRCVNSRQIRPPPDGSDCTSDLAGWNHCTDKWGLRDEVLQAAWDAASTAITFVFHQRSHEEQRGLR
# XiGFP reactiv: activators of inactive X chromosome reactivation, primary screen, imaging, XiGFP fibroblasts, GFP high-content imaging, set 2; XiGFP mouse fibroblasts, % GFP-positive cells imaging, 3 d; cells co-treated with 5-aza-dC sensitizer; scaled so ellipticine positive control = 100%; activation, % at 7.58 µM; 360,000 compounds, 0.055% hits; AID 743238, 2013;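 active = mean normalized replicate activation at least 10% and every replicate at or above 10%; inconclusive = only one of the two criteria met; inactive = mean below 10% and not all replicates reach 10%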;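 also: 0% = median of on-plate neutral control wells and 100% = ellipticine 6 µM median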
#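 System: 68-5-11 XiGFP fibroblast line | Buffer or medium: DMEM containing 5-aza-dC | Compound: Single point | Times: Compounds 3 days, fix/stain 15 min at room temperature | Benchmarks: Positive control ellipticine, 6 µM final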
# S100A4 MyoIIA: inhibitors of S100A4-myosin IIA peptide binding, primary screen, biochemical, fluorescence polarization, TAMRA-MyoIIA peptide; inhibition, % at 10.7 µM; AID 652163, 2013; 360,000 compounds, 0.14% hits; Protein S100-A4 (Homo sapiens), P26447;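 active = mean inhibition of at least 70% across replicates, with every replicate also reaching that level; inconclusive = mean inhibition reaches 70% but some replicates fall short; inactive = mean inhibition below 70%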
# Target sequence (P26447 whole entry, looked up): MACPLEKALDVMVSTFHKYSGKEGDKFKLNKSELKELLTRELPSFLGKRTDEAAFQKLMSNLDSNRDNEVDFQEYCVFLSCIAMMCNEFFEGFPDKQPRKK
#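 Material: S100A4 monomer protein / Buffer or medium: 50 mM HEPES pH 7.2, 10 mM CaCl2, 100 mM KCl / Times: 5 min incubation before reading / Benchmarks: neutral control DMSO, positive control TFP / Reagent: labelled myosin peptide probe, 5 nM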
# esBAF inh: Bmi1 luciferase reporter increase in mESCs, primary screen, esBAF inhibitor project, mouse ES cells, Bmi1 luciferase knock-in, single point | 350,000 compounds, 2% hits | 24 h; 100% = twice the neutral-well signal | reporter increase, % at 12.5 µM | AID 602393, 2012; in the data active = activation above about 40%; inconclusive = no clear call, values can overlap the other calls;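 also: 0% = median of the plate's neutral control wells and 100% = double that signal; a rise in the Bmi1 reporter signal indicates esBAF inhibition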
# ERp5 block: inhibitors of ERp5-driven insulin aggregation, primary screen, biochemical, turbidity, absorbance 650 nm, single point. Protein disulfide-isomerase A6 (Homo sapiens), Q15084. 90 min. inhibition, % at 9.99 µM. 350,000 compounds, 0.05% hits. AID 651711, 2012;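 active = mean replicate inhibition above about 25%, with every replicate also reaching it, limit read from the data, passing the limit was not always enough; inconclusive = only one of those two criteria met; inactive = neither criterion met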
# Starred values were filed as active, the others as inactive; ? = inconclusive; nt = no result given.
mol	ERp5 block	E-sel inducer	esBAF inh	S100A4 MyoIIA	RAD54 inh	RAD52 anneal inh	XiGFP reactiv	ERAP1 HTS inh
Cc1cccc(-n2ncc3c2CCCC3NC(=O)Cn2cccn2)c1C (centres undefined)	-4	-0.1	-2	-10	8	3	0.0	1
CCCc1cc(=O)n2[nH]c(-c3ccco3)nc2n1	-3	nt	-5	0	-5	-7	nt	-1
O=C(C1CCC1)N1CC[C@@H]2[C@H](CO)Nc3ccc(C#Cc4ccc(F)cc4)cc3[C@@H]21	11	34*	nt	-13	nt	-2	0.3	0
CCOc1ccc2nc(Cl)c(C3CC(c4ccco4)=NN3S(=O)(=O)c3ccccc3)cc2c1 (centres undefined)	nt	1.2	40	nt	5	nt	0.1	nt
CCOc1cc(/C=C/c2cccc[n+]2C)ccc1OCC(=O)Nc1ccc(C)cc1	0	nt	8	2	14	-5	0.1	73*
COc1ccccc1NC(=O)Nc1ccc2c(c1)CCC2	2	-0.3	nt	-1	8	-10	0.0	2
CCC(=O)N1[C@H](CO)[C@H](c2ccc(-c3cccc(F)c3)cc2)[C@@H]1CNC(C)=O	nt	0.0	4	nt	3	nt	0.1	nt
CC(=O)OCC(=O)C1(O)CCC2C3CC(F)C4=CC(=O)CCC4(C)C3C(=O)CC21C (centres undefined)	5	-0.1	-2	-10	2	-2	0.0	-1
O=C(CCCC(=O)c1ccccc1)Nc1ccc(F)cc1	2	0.1	-13	-2	7	-4	0.0	3
COC(CNC(=O)C1CCCN(S(=O)(=O)c2c(C)noc2/C=C/c2cccs2)C1)OC (centres undefined)	2	2.1	nt	-3	nt	-13	0.3	-3
Cc1ccc(C(=O)NNC(=O)c2ccncc2)cc1[N+](=O)[O-]	-8	nt	-3	-3	-10	-10	0.1	0
CCCCNc1c(-c2ccc(OC)c(SC3CCCCC3)c2)nc2cc(C)ccn12	nt	-0.3	-29	nt	-2	nt	0.1	nt
Cc1cccc(C)c1OCc1cc(C(=O)NCC2CCCCC2)no1	-4	nt	-6	-9	-1	-7	0.0	-1
COc1ccc(CNCCCSc2ncccn2)cc1OC	0	0.9	6	0	-5	15	0.2	1
CCC(=O)Nc1ccc2c(c1)OC[C@@H](C)N(Cc1nccs1)C[C@H](C)[C@@H](OC)CN(C)C2=O	2	0.2	1	3	4	4	0.1	2
COC(=O)c1cc2c(c3c4ccccc4n(S(=O)(=O)c4ccc(OC)cc4)c13)C(=O)N(Cc1ccccc1OC)C2	7	-0.2	nt	-8	nt	-29	-0.1	-3
CCc1ccc(S(=O)(=O)N/N=C(/C)c2ccncc2)cc1	-5	-0.5	6	-8	2	-4	-0.1	2
COc1ccc(-c2cc(N3C(=O)Nc4ccccc4N3O)n[nH]2)c(OC)c1	1	nt	nt	-2	-15	-9	0.1	-1
COc1ccc(C(=O)N2CCCC(c3cc(C(=O)NCc4ccc(F)cc4)no3)C2)cc1 (centres undefined)	-5	0.0	-1	-1	-3	-7	0.1	1
CCCCn1c(N)c(N(CCC(C)C)C(=O)C2CSC3(C)CCC(=O)N23)c(=O)[nH]c1=O (centres undefined)	-2	0.4	-9	6	0	-8	0.0	2
Cc1ccc(C(=O)N2NC(c3ccccc3F)C3C(=O)N(c4cccc(C)c4)C(=O)C32)cc1 (centres undefined)	-2	nt	-2	28	-4	-20	0.3	-2
CN(C)C(=O)c1cccc(-c2ccc3c(c2)[C@H]2[C@H](CCN2C(=O)C2CCCC2)[C@@H](CO)N3)c1	9	0.2	nt	16	nt	-6	0.1	2
O=C(C[C@@H]1CC[C@@H]2[C@H](COC[C@@H](O)CN2Cc2ccc(F)cc2)O1)N1CCc2ccccc2C1	-4	-0.1	1	-5	-4	8	0.0	1
N#C[C@H]1[C@@H](c2ccccc2-c2cccc(F)c2)[C@H](CO)N1C(=O)C1CCCC1	3	0.0	nt	1	nt	3	0.0	3
COc1ccc(-n2c(SCC(=O)Nc3cccc(S(N)(=O)=O)c3)nc3ccccc3c2=O)cc1OC	3	-0.1	-2	0	-5	-35	nt	nt
COc1cccc(-c2ccc(NC(=O)C3CCCN(Cc4ccccn4)C3)cc2)c1 (centres undefined)	0	1.1	17	7	-3	12	0.0	-1
COc1ccccc1/C=C1/SC(=S)N(C(C)C(=O)NC2C=CS(=O)(=O)C2)C1=O (centres undefined)	nt	nt	7	-16	-13	0	0.1	-3
CCNC(=O)C1(C)CCN(C(=O)c2cccc(C(F)(F)F)c2)C1 (centres undefined)	1	1.7	-4	-4	-4	-4	-0.1	-4
COC(=O)[C@H]1C[C@@H](c2ccccc2)[C@H](C)C1(C)C	-2	0.0	3	-6	-1	0	0.3	-2
C[C@@H]1CCCCO[C@@H](CN(C)S(=O)(=O)c2cccs2)[C@@H](C)CN([C@H](C)CO)C(=O)c2cc(NC(=O)Nc3ccc(F)cc3)ccc2O1	-1	0.2	4	-1	-6	-38	-0.6	3
COc1ccc(S(=O)(=O)Nc2ccc3c(c2)C(=O)N([C@@H](C)CO)C[C@@H](C)[C@H](CN(C)C(=O)C2CCCCC2)OCCCC[C@@H](C)O3)cc1	-6	-0.2	13	-5	-1	-3	0.0	1
CCCN(C)C1CN(Cc2cn(CCCOC)nn2)S(=O)(=O)C1 (centres undefined)	2	-0.2	nt	-1	nt	-8	0.0	6
C[C@@H]1CN([C@@H](C)CO)C(=O)c2cc(C#CC3CC3)cnc2O[C@H]1CN(C)Cc1ccncc1	-1	-0.4	3	4	-3	-19	0.7	0
Cc1cccc(NC(=S)NC(=O)c2ccc(Br)o2)c1	2	nt	52*	8	-15	-21	0.2	3
CCC(=O)Nc1ccc(Cl)c(NC(=S)NC(=O)c2ccco2)c1	-11	nt	nt	-2	nt	-13	0.1	3
COc1ccc(Cl)cc1C(=O)OCC(=O)c1ccc[nH]1	-7	0.2	-1	0	2	-13	0.1	0
CC(C)CNC(=O)C(=O)NCC(c1ccc2c(c1)OCO2)N1CCOCC1 (centres undefined)	-16	-2.0	3	-1	4	-6	0.1	1
COc1ccc(S(=O)(=O)N2CCC3(CC2)OCCN3S(=O)(=O)c2ccccc2)cc1OC	-4	nt	5	-3	-2	-9	0.2	-6
O=c1c2ccc(Cl)cc2nc2n1CC/C2=C\c1cccc(O)c1	-4	0.3	2	13	16	-25	0.0	1
CCOC(=O)c1ccccc1NC(=O)COC(=O)C1CCN(S(=O)(=O)c2ccccc2C(=O)OC)CC1	6	0.3	6	2	9	-49	?	3
CN(CCC1CCOCC1)C(=O)CC1C(=O)NCCN1Cc1ccccc1F (centres undefined)	-16	-0.7	-2	-7	-2	-32	0.0	-2
CN1CCc2c1nc1ccccc1c2NC(=O)CN1CCCC1	-1	0.1	-3	2	4	23	0.0	2
Cc1ccc(C(=O)N2CCN(c3ccc([N+](=O)[O-])c(N4CCOCC4)c3)CC2)cc1	3	-1.4	nt	-5	4	-9	-0.1	3
S=c1[nH]nc(-c2cccs2)n1C1CCCCC1	0	nt	nt	-5	-13	-11	0.0	6
COc1ccc(C(=O)C=Cc2ccc(OCc3ccccc3)c(OC)c2)cc1OC	-4	-1.9	16	-2	-4	-27	0.9	1
Cc1ccc(NC(=O)C2CCCC2)cc1Cl	6	nt	-2	8	1	-10	-0.1	-3
Cn1c(SCC(=O)Nc2cc(Cl)cc(Cl)c2)nnc1-c1ccc2nonc2c1	1	nt	nt	-1	3	0	0.0	nt
CC1CCN(c2ccc([N+](=O)[O-])cn2)CC1	nt	0.1	0	nt	-4	nt	0.2	nt
Cc1cccc(-c2ccc([C@@H]3[C@H]4CN(S(=O)(=O)c5cccc(F)c5)CC(=O)N4[C@H]3CO)cc2)c1	-2	-0.3	nt	-36	nt	6	0.0	1
COC(=O)c1cc(C(=O)OCC(=O)NCc2ccc3c(c2)OCO3)cc([N+](=O)[O-])c1	2	nt	nt	-1	nt	2	0.1	1

# Rewritten with each value named: entries from further up
COc1ccc(S(=O)(=O)N2CCC3(CC2)OCCN3S(=O)(=O)c2ccccc2)cc1OC
  ERp5 block: -4
  E-sel inducer: nt
  esBAF inh: 5
  S100A4 MyoIIA: -3
  RAD54 inh: -2
  RAD52 anneal inh: -9
  XiGFP reactiv: 0.2
  ERAP1 HTS inh: -6

O=c1c2ccc(Cl)cc2nc2n1CC/C2=C\c1cccc(O)c1
  ERp5 block: -4
  E-sel inducer: 0.3
  esBAF inh: 2
  S100A4 MyoIIA: 13
  RAD54 inh: 16
  RAD52 anneal inh: -25
  XiGFP reactiv: 0.0
  ERAP1 HTS inh: 1

CCOC(=O)c1ccccc1NC(=O)COC(=O)C1CCN(S(=O)(=O)c2ccccc2C(=O)OC)CC1
  ERp5 block: 6
  E-sel inducer: 0.3
  esBAF inh: 6
  S100A4 MyoIIA: 2
  RAD54 inh: 9
  RAD52 anneal inh: -49
  XiGFP reactiv: ?
  ERAP1 HTS inh: 3

CN(CCC1CCOCC1)C(=O)CC1C(=O)NCCN1Cc1ccccc1F (centres undefined)
  ERp5 block: -16
  E-sel inducer: -0.7
  esBAF inh: -2
  S100A4 MyoIIA: -7
  RAD54 inh: -2
  RAD52 anneal inh: -32
  XiGFP reactiv: 0.0
  ERAP1 HTS inh: -2

# The list goes on.
mol	ERp5 block	E-sel inducer	esBAF inh	S100A4 MyoIIA	RAD54 inh	RAD52 anneal inh	XiGFP reactiv	ERAP1 HTS inh
CCC(C)N(C(=O)COC(=O)CSc1ccc([N+](=O)[O-])cc1)C1CCS(=O)(=O)C1 (centres undefined)	1	-0.1	-2	1	-6	-13	-0.2	-1
CCN1C[C@@H]2[C@@H]3C(=O)N(Cc4ccccc4)C(=O)[C@@H]3[C@](Cc3ccccc3)(C(=O)OC)N2C1=NC	5	3.3	-6	-6	-4	-4	0.1	10
CCCCC1N2CC3([N+](=O)[O-])CN1CC([N+](=O)[O-])(C2)C3(C)C (centres undefined)	10	1.7	nt	-5	nt	0	0.0	1
CN1CCN(C(=O)C[C@H]2CC[C@H]3[C@@H](COC[C@@H](O)CN3C(=O)C3CCOCC3)O2)CC1	3	0.0	1	-14	-8	-27	0.3	-4
CC1(C(=O)NS(=O)(=O)c2ccccc2Cl)CCN1C(=O)C/C=C/c1ccccc1 (centres undefined)	0	4.8	6	-7	-8	-12	0.1	0
C[C@@H]1CN([C@H](C)CO)C(=O)c2c(c3ccccc3n2C)-c2ccccc2CO[C@@H]1CN(C)S(=O)(=O)c1ccccc1C#N	0	0.2	9	0	2	9	0.3	-3
